Screening results as filed in PubChem.
KKLEB cytotox: cytotoxicity in KKLEB CF airway cells, primary screen, cytotoxicity control for CF NF-kB inhibitor project, cell-based, uHTS, fluorescence assay plates | KKLEB CF airway cells viability, ATPlite luminescence, overnight; hits give low values; cells stimulated with P. aeruginosa culture filtrate | activity change (cytotoxicity), % at 5 µM | 360,000 compounds, 0.36% hits | AID 602141, 2011;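 active = corrected activity change at or below -50% at 5 µM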
aDG glyco up: activators of alpha-DG glycosylation, primary screen, uHTS, Pro5-aDG cells, AlphaScreen; AID 624168, 2012; activation, % at 10 µM; 360,000 compounds, 0.22% hits; alpha-DG glycosylation AlphaScreen (IIH6); 0% Pro5, 100% B10-LARGE cell signal;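 active = activation of at least 8% versus controls, or a plate z-score of at least 8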;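 also: Pro5 are CHO cells carrying HIG-tagged alpha-DG that lacks glycosylation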
NR2E3 ag-1: inhibitors of NR2E3-RetCOR corepressor binding, primary screen, NR2E3 agonist project, biochemical, TR-FRET, GST-NR2E3, biotin-RetCOR; 320,000 compounds, 0.12% hits; AID 2300, 2010; 1536-well; inhibition of corepressor binding, % at 4.78 µM;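 active = percent inhibition above the cutoff of mean plus 3 SD of all tested compounds, set per screening campaign, cut at about 20% in these data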;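 also: 0% = DMSO wells and 100% = biotin wells as full block of FRET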
Target sequence (Q9Y5X4 whole entry, looked up): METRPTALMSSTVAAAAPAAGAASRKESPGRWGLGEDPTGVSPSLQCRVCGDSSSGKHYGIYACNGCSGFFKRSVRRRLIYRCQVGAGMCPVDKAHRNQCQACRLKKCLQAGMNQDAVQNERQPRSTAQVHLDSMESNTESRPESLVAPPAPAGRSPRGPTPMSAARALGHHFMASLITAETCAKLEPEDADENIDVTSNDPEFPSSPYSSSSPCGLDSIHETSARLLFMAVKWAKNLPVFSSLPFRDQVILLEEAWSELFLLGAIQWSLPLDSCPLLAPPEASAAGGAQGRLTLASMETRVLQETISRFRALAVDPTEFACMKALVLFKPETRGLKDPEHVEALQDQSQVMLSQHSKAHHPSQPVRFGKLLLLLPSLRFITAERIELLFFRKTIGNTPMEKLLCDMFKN
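System: GST-tagged NR2E3 plus biotinylated RetCOR corepressor; Amount: 1.35 nM GST-tagged NR2E3 final; Dosing: single nominal compound dose of 4.8 µM; Schedule: 5 h incubation at 4 °C; Technique: TR-FRET with europium anti-GST and streptavidin-D2, 340 nm excitation; Controls: biotin wells as high control, 0.6% DMSO wells as low control.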
NR2E3 ag-2: NR2E3 agonists in two-hybrid cells, primary screen, cell-based, luminescence, CHO-S, Gal4-NCOR/VP16-NR2E3. luciferase. AID 602229, 2012. inhibition of corepressor binding, % at 3.98 µM. 360,000 compounds, 0.35% hits;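 active = inhibition above the mean of all tested compounds plus 3 SD, cut at about 70% in these data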;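 also: 0% = DMSO with NR2E3 transfected cells and 100% = cells lacking NR2E3 construct; higher means lower luciferase signal from less NR2E3 corepressor binding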
CF NFkB block: inhibitors of PAF-induced NF-kB signaling, primary screen, cell-based, GFP fluorescence, uHTS. KKLEB NF-kB-GFP reporter, GFP fluorescence overnight. inhibition, % at 5 µM. 360,000 compounds, 0.86% hits;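 active = at least 50% inhibition at 5 µM, scaled per plate between neutral and stimulator controls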;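 also: PAF is a Pseudomonas aeruginosa culture filtrate used as stimulus; plate controls were PAF-stimulated DMSO wells for no effect and unstimulated DMSO wells for full effect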
TRPM1 prom inh: inhibitors of MITF-dependent TRPM1 promoter reporter, primary screen, cell-based, SK-MEL-5, single point, luciferase. SK-MEL-5 TRPM1 promoter luciferase, 24 h. inhibition, % at 12.5 µM. 330,000 compounds, 0.83% hits. AID 488899, 2010;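 active = mean inhibition across replicates of 60% or more, whatever share of single replicates reaches that level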; also: values of inactives mirror those of a sister screen read the other way
Shn3 3UTR inh: reduction of Shn3 3'UTR firefly luciferase signal, primary screen, Schnurri-3 inhibitor project, cell-based, Clone20 osteoblasts, set 2 | inhibition, % at 12.5 µM | Clone20 osteoblast Shn3 3'UTR firefly luciferase, 24 h | 360,000 compounds, 0.52% hits;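 active = mean inhibition of at least 75% with every replicate also reaching 75%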;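 also: 0% = median of neutral control wells and 100% = pilot-screen positive control compound; some compounds past the cut are filed as inactive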
HIF-2a inh: HIF-2a reporter inhibitors, primary screen, luminescence, 786-0 RCC cells; 786-0 RCC cells HIF-2a reporter, luciferase luminescence, overnight; inhibition, % at 18.8 µM; 360,000 compounds, 0.72% hits;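 active = inhibition of the luminescence signal of 40% or more relative to plate controls, in a single-dose primary screen at 18.75 µM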
Peg3 promoter: Peg3 promoter-driven luciferase inhibitors, primary screen, cell-based, HeLa, luciferase luminescence | HeLa PEG-Prom luciferase reporter, overnight | inhibition, % at 20 µM | 360,000 compounds, 1.7% hits;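 active = inhibition of at least 50% at 20 µM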
TWEAK-Fn14 inh: inhibitors of TWEAK-Fn14 signaling, primary screen, luciferase reporter cells, uHTS. TWEAK-stimulated Fn14 reporter cells, luciferase luminescence, 8 h. inhibition, % at 10 µM. 360,000 compounds, 2% hits. AID 1159606, 2016; in the data active = inhibition above about 50%
hiPSC survival: enhancers of single-cell hiPSC survival, primary screen, ATPlite luminescence; 360,000 compounds, 0.044% hits; 100% = ROCK inhibitor wells, 0% = DMSO; AID 602274, 2012; survival enhancement, % at 20 µM; in the data active = survival enhancement above about 18%;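 also: cells exposed to compounds for 16 hours before the ATP read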
Starred values were filed as active, the others as inactive; . = not tested or not shown.

no.	molecule	HIF-2a inh	aDG glyco up	Peg3 promoter	hiPSC survival	Shn3 3UTR inh	CF NFkB block	NR2E3 ag-2	TRPM1 prom inh	NR2E3 ag-1	KKLEB cytotox	TWEAK-Fn14 inh
1	O=C(CCc1nc(-c2ccc(Cl)cc2)no1)NCC1CCCO1 (stereo not given)	13	0.1	4	0.2	-21	-6	-16	-5	-1	-5	27
2	Cc1ccc(-c2nnc(N3CCOCC3)c3ccccc23)cc1S(=O)(=O)NCc1cccnc1	19	0.0	21	-3.3	3	20	-8	7	1	2	4
3	CCCCCCC1NC(C(=O)O)CS1 (stereo not given)	18	-0.1	6	1.5	12	-26	-17	4	0	13	1
4	CC1(C)CC(NC(=O)CCC2CCCC2)CC(C)(C)N1	7	-0.2	-5	-0.4	7	0	-10	-2	-1	4	-2
5	Nc1nnc(CCS(=O)(=O)c2cc(Cl)ccc2Cl)s1	11	-0.1	2	-1.4	4	6	-18	9	-2	-3	3
6	CCCCOc1cccc(OCCCC)c1C(=O)Nc1cc(C)on1	2	0.4	19	-1.5	10	-21	-27	-3	0	1	-4
7	COc1ccc(NC(=O)CS(=O)c2cccc(C(F)(F)F)c2)cc1 (stereo not given)	1	0.0	3	0.1	-2	2	21	1	2	-5	6
8	Cc1c(CCO)c(=O)[nH]n1S(=O)(=O)c1cccc(C(F)(F)F)c1	5	0.2	6	-0.4	2	-19	-36	10	-4	9	1
9	CCOC(=O)N(C)c1c(CC)nc2c(OCc3ccccc3C)cccn12	3	0.2	16	-1.9	14	4	8	.	.	-14	9
10	CCOc1ccc2nc(NCCNC(=O)Nc3cccc(C)c3)c(C#N)cc2c1	-64	0.4	40	-0.4	57	2	-7	41	1	3	-6
11	COc1ccc(C(=O)OC(C)CN2CCOCC2)cc1 (stereo not given)	-38	-0.1	-19	0.6	-6	6	-21	-8	-2	9	-2
12	O=C1O/C(=C/c2ccccc2)c2ccccc21	-10	0.1	-8	4.6	-43	-2	-67	-60	-5	2	-29
13	CC(C)c1cc(C(F)(F)F)nc(NNc2nc(C(C)C)cc(C(F)(F)F)n2)n1	7	0.1	5	-1.2	15	-3	21	.	.	-3	9
14	O=S1(=O)CCOC[C@H](c2ccccc2)N1Cc1ccccc1	-2	0.0	5	1.2	-12	3	-8	-10	-1	2	-8
15	CC(=O)Nc1ccc2c(c1)CCC2=O	3	-0.1	2	1.0	1	4	-10	-7	1	-7	-9
16	O=C(CCN1C(=O)C2C3C=CC(C3)C2C1=O)NC1CCCc2ccccc21 (stereo not given)	8	-0.1	12	3.4	6	-1	-20	-2	3	7	10
17	COc1ccc(/C=C2/SC(=O)NC2=O)cc1	-190	-0.3	-209	-0.7	-48	11	-72	-33	4	-13	-5
18	O=C1NCC(Nc2ccccc2Cl)C(=O)N1 (stereo not given)	13	0.0	0	2.6	2	5	0	-15	.	8	13
19	Cc1ccc(C(=O)O/N=C/c2c(C)nn(C)c2Cl)cc1	5	0.0	12	-0.6	-16	7	-23	-6	1	3	28
20	O=C(N/N=C\C=C\c1ccco1)c1cc(-c2ccc3ccccc3c2)n[nH]1	-215	0.2	-268	-0.2	-37	-17	-152	-56	0	7	-1
21	CC(Sc1nnc(-c2cccnc2)n1N)C(=O)N1CCOCC1 (stereo not given)	10	-0.2	-3	-0.3	-3	-27	-23	1	-2	12	1
22	CCCN(CCC)CCCNC(=O)c1ccc(CS(=O)(=O)c2c(Cl)cccc2Cl)o1	19	0.0	6	0.3	5	-23	0	-3	1	1	-11
23	CN1CCCCCC1=Nc1ccc([N+](=O)[O-])cc1	4	0.0	-9	0.4	-4	12	-2	-14	-1	-1	10
24	CCNC(=O)C1(C)CCCN(Cc2ccc(-c3ccccn3)cc2)C1 (stereo not given)	-4	0.3	-6	4.3	18	-5	-21	.	.	0	-9
25	O=C(COC(=O)c1ccc(O)cc1)Nc1ccccc1	8	-0.2	1	-0.7	-6	-2	-3	1	-2	11	3
26	CN1C[C@@H]2[C@@H]3C(=O)N(C)C(=O)[C@@H]3[C@](Cc3ccccc3)(C1=O)N2C(=O)c1ccccc1	8	0.1	-11	3.1	-11	0	6	1	.	-5	6
27	CC1(C(=O)NCc2ccc3c(c2)OCO3)CCN1CCc1ccccc1 (stereo not given)	-2	-0.3	-5	-2.4	-8	4	12	.	.	-7	-8
28	O=C(CN1C(=O)CCSc2ccc(S(=O)(=O)N3CCCC3)cc21)Nc1ccccc1	12	0.5	23	1.5	0	13	-14	4	-2	3	-7
29	Cc1ccc2[nH]c3nc(NN)nnc3c2c1	-34	-0.2	15	-0.5	-28	0	-31	21	.	2	15
30	Cc1cccc(NC(=O)C[n+]2ccc(N(C)C)cc2)c1	23	0.1	6	-0.5	2	15	3	16	3	-5	-10

Results in sequence from the list.
KKLEB cytotox, compounds 23 to 28, in order: -1, 0, 11, -5, -7, 3
hiPSC survival, compounds 23 to 28, in order: 0.4, 4.3, -0.7, 3.1, -2.4, 1.5
aDG glyco up, compounds 23 to 28, in order: 0.0, 0.3, -0.2, 0.1, -0.3, 0.5

Other records follow.
no.	molecule	HIF-2a inh	aDG glyco up	Peg3 promoter	hiPSC survival	Shn3 3UTR inh	CF NFkB block	NR2E3 ag-2	TRPM1 prom inh	NR2E3 ag-1	KKLEB cytotox	TWEAK-Fn14 inh
31	CS(=O)(=O)N1CCN(c2cccc(Cl)n2)CC1	13	-0.1	2	2.4	-4	-6	-25	7	1	6	22
32	CCOc1ccc(CCNC(=O)COn2nnc3ccc(S(=O)(=O)N4CCOCC4)cc32)cc1OCC	9	-0.1	5	-0.2	-78	15	21	11	3	-10	-1
33	COC(=O)CSc1n[nH]c(-c2cccnc2)n1	-6	-0.1	12	-1.1	11	5	-6	-1	3	0	2
34	Cc1ccccc1NC(=O)CCCNC(=O)c1ccc(Cl)cc1	4	0.1	2	-0.1	-4	-17	3	1	0	11	0
35	O=C(COc1ccccc1Cl)NCc1nc(-c2ccccc2)no1	-31	-0.2	-1	-0.3	-6	6	-24	-5	3	2	-30
36	CC1CCc2sc3ncn4nc(C(=O)NCc5ccco5)nc4c3c2C1 (stereo not given)	12	0.2	5	-0.5	11	-43	0	-10	-4	10	5
37	CC(C)(C)C(=O)Cn1ncc(Cl)c(Cl)c1=O	95*	0.1	104*	-5.1	34	46	26	91*	.	-18	97*
38	C[C@H]1CCCCO[C@H](CN(C)C(=O)C2CCCCC2)[C@@H](C)CN([C@@H](C)CO)C(=O)c2cc(NC(=O)NC3CCCCC3)ccc2O1	7	0.0	1	0.8	15	2	-22	.	.	2	-8
39	O=C(O)c1cc(-c2cccnc2)nc2ccccc12	15	-0.1	5	0.5	-12	6	-11	4	5	0	-1
40	O=C1CC(Cc2ccccc2)C(=O)N1c1ncccn1 (stereo not given)	10	-0.1	2	-0.1	-16	-5	-5	2	3	-17	1
41	COc1ccc(N(CC(=O)N2CCCCCC2)S(=O)(=O)c2c(C)[nH]c(=O)[nH]c2=O)cc1	14	-0.1	15	0.4	-15	11	-9	.	5	-5	-6
42	O=C(C(=Cc1ccc(O)cc1)c1ccccc1)c1ccccc1	-43	-0.1	.	-0.8	.	.	3	.	.	.	10
43	COC(CNC(=O)c1cccc2c1C(=O)N(Cc1cccnc1)C2)OC	0	-0.2	21	-2.8	-2	13	9	11	3	6	1
44	CCC(C)NCCOc1ccc(C)cc1[N+](=O)[O-] (stereo not given)	-2	0.8	2	-0.6	-10	15	12	-1	.	0	11
45	CN1CCN(S(=O)(=O)c2ccc(NC(=O)c3cccc(S(=O)(=O)N4CCCC4)c3)cc2)CC1	10	-0.1	16	-0.3	13	2	-5	-1	-1	4	-10
46	Cc1cc(S(=O)(=O)N2CCCCCC2)c(Cl)cc1Cl	2	-0.1	16	-1.4	15	9	-16	1	3	3	-17
47	CCSCCOC(=O)C1=C(C)N(C)C(=O)NC1c1ccc2c(c1)OCO2 (stereo not given)	17	-0.2	21	-0.2	-15	-12	-16	3	1	-1	1
48	CCOC(CNC(=O)c1ccc(N2CCc3ccccc32)c([N+](=O)[O-])c1)OCC	-2	1.4	-6	-0.5	67	-15	20	2	-3	-1	-19
49	O=C(NNC(=O)C12CC3CC(CC(C3)C1)C2)c1ccccn1	0	-0.2	60*	0.2	-15	23	6	49	-3	-9	-79
50	COc1ccccc1CNC(=O)C1CCC(CNc2c(N3CCC(C)CC3)c(=O)c2=O)CC1 (stereo not given)	18	-0.3	10	-0.2	17	14	-9	-5	0	-12	2
51	CCN1CCN(C(=S)Nc2ccc3nc(N4CCN(C)CC4)cc(C)c3c2)CC1	14	0.1	1	2.8	-5	-2	-27	5	-4	-12	-17
52	O=[N+]([O-])c1ccccc1S(=O)(=O)N1CCN(Cc2ccc3c(c2)OCO3)CC1	7	1.2	0	0.9	3	2	4	11	2	19	-11
53	CCOc1ccc(N2C(=O)S/C(=C\c3cccn3C)C2=O)cc1	-203	0.3	-191	-1.4	-12	-22	-59	-41	5	1	7
54	O=C(Nc1ccccc1F)c1ccc(Cn2cc(Br)cn2)cc1	-153	0.6	-113	2.2	-27	-10	-2	-16	3	6	-41
55	O=C(NCc1ccccc1)c1ccc2c(c1)S(=O)(=O)c1cc(Cl)ccc1C2=O	-7	-0.1	9	-1.2	-20	-5	-14	-6	1	-3	-30
56	Cc1cc(N)n2ncc(-c3cccc(Br)c3)c2n1	-407	0.2	-224	0.2	-14	10	-100	-63	3	-5	21
57	Cc1ccc(CSCCNC(=O)c2ccc(NS(C)(=O)=O)cc2)cc1	6	-0.4	-1	-0.2	1	-3	-10	-2	-2	-11	1
58	Clc1ccc(CNCCCSc2ncccn2)cc1	14	-0.2	-15	-0.7	5	1	-3	2	3	-7	-7
59	COc1cc(CN2CCNC(=O)C2CC(=O)NC2CCC2)cc(OC)c1 (stereo not given)	8	-0.3	7	-0.4	-5	0	-21	-6	0	3	0
60	CCOC(=O)c1c(NC(=O)C2COc3ccccc3O2)sc(C(C)=O)c1C (stereo not given)	12	0.4	44	-0.5	66	-9	15	18	2	1	8
61	Cc1cc(=O)oc2cc(OCC(=O)NCC3CCCO3)ccc12 (stereo not given)	5	0.2	-2	0.7	32	8	1	4	0	-2	-9
